High-throughput results as filed in PubChem BioAssay.
APP 5'UTR act – APP 5'UTR luciferase reporter activation; AID 1276; actives 1% (n = 190,000); SH-SY5Y APP 5'UTR luciferase reporter, luminescence; zero percent = DMSO vehicle wells; activation, % at 2 µM;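 active = activation above a set limit, based on mean plus 3 SD of controls, cut at about 140% in these data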; note: values of inactives mirror those of a sister screen read the other way
STAT3 blocker – reduces IL-6 driven STAT3 reporter signal; AID 862; inhibition, % at 5.5 µM; U3A cells, IL-6 STAT3-luciferase reporter, luminescence; host cell line lacks STAT1; actives 0.89% (n = 190,000);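 active = inhibition above the mean inhibition across all screened compounds plus 3 SD, cut at about 44% in these data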;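 note: 0% = DMSO only wells and 100% = 100 µM nifuroxazide control wells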
NF-kB neuron act – NF-kB expression increase, human neuronal cells; NF-kB reporter expression; active compounds read high; fold change at 12.5 µM; AID 1239; actives 1.6% (n = 190,000); in the data active = fold change above about 3.3
STAT1 inh – inhibitors of IFN-gamma induced STAT1 signaling; inhibition, % at 5.5 µM; NIH 3T3 STAT1-luciferase reporter, luminescence; AID 920; actives 0.35% (n = 200,000);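 active = inhibition above a set limit, the mean inhibition across all tested compounds plus 3 SD, cut at about 34% in these data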;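 note: 0% = IFN-gamma with DMSO and 100% = IFN-gamma with 300 µM nifuroxazide; values of inactives mirror those of a sister screen read the other way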
RAM network inh – yeast RAM network inhibition; actives 1.8% (n = 190,000); S. cerevisiae dse1pr::URA3 reporter, 5-FOA growth OD615, 2 d; analog-sensitive cbk1-as2 kinase mutant strain; inhibition, % at 50 µM;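 active = inhibition above a set limit, 3 SD over mean compound inhibition, cut at about 8.4% in these data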;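 note: 0% = DMSO-only wells with no growth and 100% = 10 µM 1-NA-PP1 full growth; inhibition rescues growth on 5-FOA so higher OD means more RAM inhibition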
FLuc inh counter – Photinus pyralis luciferase inhibition counter-screen; P08659; ATPLite firefly luciferase biochemical luminescence, 10 min; inhibition, % at 10 µM; actives 1.5% (n = 200,000); AID 1006;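 active = inhibition above about 50% when tested at 10 µM, limit read from the data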
Target sequence (P08659 whole entry, looked up): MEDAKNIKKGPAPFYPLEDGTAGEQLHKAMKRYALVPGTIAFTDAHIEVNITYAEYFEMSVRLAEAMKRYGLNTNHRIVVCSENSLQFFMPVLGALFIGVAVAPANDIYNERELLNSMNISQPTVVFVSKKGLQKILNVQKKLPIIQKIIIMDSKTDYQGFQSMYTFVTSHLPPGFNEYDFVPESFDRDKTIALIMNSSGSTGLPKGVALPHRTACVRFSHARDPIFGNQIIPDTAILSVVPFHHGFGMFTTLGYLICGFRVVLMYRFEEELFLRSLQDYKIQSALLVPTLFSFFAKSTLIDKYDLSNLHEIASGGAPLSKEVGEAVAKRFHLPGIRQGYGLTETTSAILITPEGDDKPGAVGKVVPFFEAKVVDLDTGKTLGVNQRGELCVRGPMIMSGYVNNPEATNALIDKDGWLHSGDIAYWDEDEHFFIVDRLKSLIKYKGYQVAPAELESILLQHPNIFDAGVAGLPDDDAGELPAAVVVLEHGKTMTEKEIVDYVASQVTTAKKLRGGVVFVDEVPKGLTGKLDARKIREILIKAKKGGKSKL
Hsp70 activator – Hsp70 transcriptional activation, primary screen. actives 0.04% (n = 200,000). activation, % at 10 µM. HeLa Hsp70 promoter luciferase reporter, luminescence; scaled: vehicle 0, proteasome-inhibitor control 100%;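 active = activation above the mean across all tested compounds plus 3 SD, cutoff set per campaign, cut at about 5.5% in these data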;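 note: 100% = MG132 at 30 µM as the positive control and 0% = DMSO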
STAT3 act – increases IL-6 driven STAT3 reporter signal; U3A cells, IL-6 STAT3-luciferase reporter, luminescence; 100% = signal with IL-6 EC80 alone; activation (% of control), % at 5.6 µM; actives 0.91% (n = 190,000);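 active = activation above the screen-wide mean of compound activation plus 3 SD, cut at about 130% in these data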;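 note: 0% = background luminescence of wells with medium and substrate only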
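system = STAT3-luciferase reporter U3A cells | reagent = IL-6 stimulus at 33 ng/mL final | timing = 1 h compound pre-exposure, 6 h IL-6 stimulation, 37 °C | measured by = luminescence | evaluation = % activation versus median of IL-6-stimulated wells | control set = IL-6-only wells as 100% reference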
STAT1 act – increases IFN-gamma driven STAT1 reporter signal; activation (% of control), % at 5.5 µM; NIH 3T3 STAT1-luciferase reporter, luminescence; 100% = IFN-gamma alone, no compound; AID 932; actives 2.6% (n = 200,000);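 active = activation above the screen-wide mean activation plus 3 SD, cut at about 130% in these data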;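 note: raw ratio to IFN-gamma control signal so 100% means no change and 0% no light; values of inactives mirror those of a sister screen read the other way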
APP 5UTR inh – APP translation inhibition; SH-SY5Y APP 5'UTR-luciferase reporter, luminescence; actives 0.82% (n = 190,000); inhibition, % at 2 µM;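 active = inhibition above a set limit, derived from the sample mean plus 3 SD, cut at about 45% in these data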; note: values of inactives mirror those of a sister screen read the other way
The depositor's hits bear a star; · = no result given. An unsorted share of the library; any-hit rate near 7.7%.

SMILES	APP 5'UTR act	STAT3 blocker	NF-kB neuron act	STAT1 inh	RAM network inh	FLuc inh counter	Hsp70 activator	STAT3 act	STAT1 act	APP 5UTR inh
CCC(=O)Nc1ccc(N2CCN(C(=O)c3ccccc3C)CC2)cc1	-14	5	1.1	-7	4.9	-1	0.0	99	106	14
O=c1nc(C(F)(F)F)nc2ccccn12	-18	-4	1.2	-1	-0.7	-4	-0.2	106	101	18
O=C(NC1CCCC1)C(c1ccccc1)N(Cc1cccnc1)C(=O)Cc1cccs1 (configuration not stated)	-23	4	1.1	2	1.0	-4	0.2	103	96	23
COc1ccc(-c2noc(=O)n2Cc2cc(C)ccc2C)cc1	-8	5	1	1	3.8	-6	-0.1	103	99	8
CCOC(=O)c1c(NC(=O)CS(=O)(=O)c2cn(CC)c3ccccc23)sc2c1CCCC2	10	-9	1.3	-6	7.3	-9	-0.3	107	106	-10
N#Cc1ccc(CSc2nnc(-c3ccncc3)o2)cc1	19	12	1.1	0	-0.6	-6	-0.4	92	100	-19
CC(NC(=O)c1cccc(N2CCCC2=O)c1)c1ccc2c(c1)OCCO2 (configuration not stated)	7	5	1.3	3	0.5	-4	-0.3	99	97	-7
CN1C(=O)CC(N2CCN(CC(N)=O)CC2)C1=O (configuration not stated)	-14	10	1.1	1	1.2	-5	-0.4	100	100	14
Oc1ccccc1C1=NOC(O)(C(F)F)C1 (configuration not stated)	12	-2	1.1	5	-0.4	-5	-0.1	106	95	-12
O=C(NCc1ccccc1)C1CCCN(c2nc3ccsc3c(=O)s2)C1 (configuration not stated)	5	8	1.1	-1	3.4	-6	-0.3	100	100	-5
Cn1nnnc1NCc1ccc(Cl)c(Cl)c1	-2	1	1.1	-4	-0.1	-7	-0.1	101	103	2
CCCNC(=O)COC(=O)c1ccccc1C(=O)N(C)C1CCCCC1	·	-1	1.1	7	0.2	-11	0.3	101	94	·
Cc1ccc([N+](=O)[O-])c2c1C(N1CCCC1)C(C)(C)O2 (configuration not stated)	-10	2	0.94	-6	1.3	-6	-0.5	104	104	10
COC(=O)C(C)Sc1ccc2nnc(-c3cccc(F)c3)n2n1 (configuration not stated)	-16	-3	0.98	4	1.0	-6	-0.1	103	97	16
Cc1ccc(NC(=O)C2CCN(S(=O)(=O)c3cccs3)CC2)cc1C	1	24	1.1	-1	1.5	-2	-0.5	84	100	-1
Fc1cccc(Cl)c1CSc1ccc(-c2ccco2)nn1	61	10	2.5	-28	2.0	43	0.3	95	126	-61
COC(=O)N/N=C(/c1ccccc1)C1CCCCC1	5	3	5.6*	3	2.6	-4	-0.4	99	96	-5
O=C(Cc1ccccc1[N+](=O)[O-])NCc1ccccc1Cl	75	-8	2.5	-24	0.0	36	-0.2	112	122	-76
CCS(=O)(=O)N1Cc2ccccc2CC1C(=O)Nc1ncc(C)s1 (configuration not stated)	70	-20	1.1	-20	0.8	-5	-0.1	116	119	-70
N#C/C(=C/Nc1ccccc1)c1ccsc1	15	1	1.2	-10	1.1	-2	-0.2	99	99	-16
COc1ccc(-n2c(C)cc(C(=O)CSc3nnc(-c4ccoc4C)n3C)c2C)cc1	3	15	1.1	7	1.4	-6	-0.2	91	94	-2
CCOC(=O)c1cnc2c(-c3cccc(Br)c3)cnn2c1C	90	10	1.9	-2	7.6	17	-0.1	93	102	-90
Cc1ccc(C)c(NS(=O)(=O)c2c(C)nn(C)c2C)c1	-3	-5	1.1	6	0.0	-1	-0.4	108	95	3
CCOC(=O)N/N=C/C(Cl)=C/c1ccccc1	25	17	2	-24	-0.6	27	0.0	89	123	-25
Cc1cc(C)nc(-n2nc(C)c3c(C(F)F)cc(C)nc32)n1	-6	-4	1.1	0	-0.8	-5	-0.5	107	98	6
COCCn1c(SCCN2CCOCC2)nc2c1c(=O)[nH]c(=O)n2C	6	7	1.1	-2	0.8	-8	-0.5	98	102	-6
COc1cc(C(=O)N2CC(C)OC(C)C2)c([N+](=O)[O-])cc1OC (configuration not stated)	2	12	0.94	-1	-0.8	-8	-0.3	98	100	-2
CCOC(=O)C1=C(CN2CCSCC2)NC(=O)NC1c1ccc2c(c1)OCO2 (configuration not stated)	-4	4	1.2	0	0.4	-1	-0.2	103	98	4
OCCNCCOc1ccccc1-c1ccccc1	12	9	1.2	8	-0.5	-9	0.6	98	92	-12
CCN1CCN(CC(O)COc2ccc3c(c2)CCC3)CC1 (configuration not stated)	9	5	1.2	-6	0.0	-6	-0.2	98	106	-9
Cc1cc(C)n(C(=O)c2ccc(NC(=O)C3CC3)cc2)n1	14	27	1.2	-3	-0.1	-2	-0.3	84	103	-14
COc1cc2c(cc1OC)C(Nc1ccccc1)=NC(C)(C)C2	4	-3	1.3	1	2.2	-5	-0.1	101	99	-4
CCCOC(=O)c1ccc(Oc2cn[nH]c2-c2ccc(OCC)cc2O)cc1	-13	0	1.1	6	2.8	-1	-0.4	103	95	13
COc1ccc(CC(=O)O/N=C(\N)Cc2ccc(OC)c(OC)c2)cc1	-13	-1	1	4	-0.1	1	-0.2	105	96	13
CN(CC(=O)Nc1ccc(C#N)cc1)CC(=O)Nc1ccc(N2CCOCC2)cc1	-4	-10	1	6	1.9	2	-0.4	104	95	4
N#C/C(=C\c1ccc(Oc2ccc(C(F)(F)F)cc2[N+](=O)[O-])cc1)c1nc2ccccc2[nH]1	8	14	1.2	5	2.8	-8	-0.2	93	95	-8
CNC(=O)c1nc(C)n(-c2ccc([N+](=O)[O-])cc2)n1	3	-9	1.1	-2	2.7	-1	-0.2	108	99	-3
COc1cccc(-c2nc(S(=O)(=O)c3ccccc3)c(N3CCOCC3)o2)c1	11	12	1.1	8	3.7	-1	-0.3	94	93	-11
CSc1cccc(NC(=O)/C=C/c2ccco2)c1	36	-4	3.2	-24	5.3	21	-0.1	104	123	-36
CC1(C)C2CCC1(C)C(OC(=O)CC(=O)O)C2 (configuration not stated)	4	6	1.2	-4	2.7	-8	-0.3	99	104	-4
CSC1=NCCN1C(=O)COc1ccc2ccccc2c1	1	20	0.99	3	1.9	1	-0.2	90	97	-1
CCNc1cc(N2CCN(S(=O)(=O)c3ccc4c(c3)CCCC4)CC2)ccc1[N+](=O)[O-]	14	-7	1	-2	3.3	1	-0.2	111	102	-14
O=C(Nc1cnccn1)c1cccc(C(F)(F)F)c1	-17	6	1.1	-2	1.1	-2	0.1	98	105	17
Cc1nc(NC(=O)c2ccccc2)sc1-c1csc(N)n1	49	30	1.5	-29	0.5	29	0.5	77	126	-49
Cn1c2ccccc2c(=O)c2c(=O)n(C3CCCCC3)c(-c3ccco3)nc21	20	7	0.99	-4	-0.1	-3	-0.4	97	103	-20
CCN(Cc1cc2ccccc2[nH]c1=O)C(=O)c1cccnc1	20	-1	0.98	8	-0.3	-2	0.3	102	93	-20
COc1cc(OC)cc(C(=O)Nn2c(C)nc3ccccc3c2=O)c1	-1	-7	0.49	-1	0.1	-4	0.0	109	101	2
C/C(=N\NC(=O)c1ccccn1)c1ccc(C(=O)O)s1	64	7	1.1	-37	2.0	4	-0.1	99	133*	-64
COc1cccc(NC(=O)CNS(=O)(=O)c2ccc(Cl)cc2)c1	-3	4	1.1	20	1.2	-4	0.4	100	83	3
Cc1cc(C(=O)NC2CCCc3ccccc32)no1 (configuration not stated)	10	6	0.98	0	0.0	-4	0.0	98	98	-10
Cc1cccc(C)c1OCC(O)CN1CCC(CN2C(=O)c3cccc4cccc(c34)C2=O)CC1 (configuration not stated)	-26	17	0.52	-2	0.3	-1	-0.2	91	102	26
O=C(CCCn1c(=S)[nH]c2ccsc2c1=O)Nc1ccc2c(c1)OCO2	-6	0	1.1	4	4.6	0	0.0	102	95	6
CC(=O)Nc1cccc(NC(=O)C2CCCN2C(=O)Nc2ccccc2C)c1 (configuration not stated)	4	6	1.1	-6	0.9	-5	-0.3	100	105	-4

Record cards, from the list above.
Results for CCN1CCN(CC(O)COc2ccc3c(c2)CCC3)CC1 (configuration not stated) → APP 5'UTR act = 9; STAT3 blocker = 5; NF-kB neuron act = 1.2; STAT1 inh = -6; RAM network inh = 0.0; FLuc inh counter = -6; Hsp70 activator = -0.2; STAT3 act = 98; STAT1 act = 106; APP 5UTR inh = -9
Results for O=C(Nc1cnccn1)c1cccc(C(F)(F)F)c1 → APP 5'UTR act = -17; STAT3 blocker = 6; NF-kB neuron act = 1.1; STAT1 inh = -2; RAM network inh = 1.1; FLuc inh counter = -2; Hsp70 activator = 0.1; STAT3 act = 98; STAT1 act = 105; APP 5UTR inh = 17

Molecules from the list above that have four or more nitrogen atoms, in the order listed:
SMILES	APP 5'UTR act	STAT3 blocker	NF-kB neuron act	STAT1 inh	RAM network inh	FLuc inh counter	Hsp70 activator	STAT3 act	STAT1 act	APP 5UTR inh
N#Cc1ccc(CSc2nnc(-c3ccncc3)o2)cc1	19	12	1.1	0	-0.6	-6	-0.4	92	100	-19
CN1C(=O)CC(N2CCN(CC(N)=O)CC2)C1=O (configuration not stated)	-14	10	1.1	1	1.2	-5	-0.4	100	100	14
Cn1nnnc1NCc1ccc(Cl)c(Cl)c1	-2	1	1.1	-4	-0.1	-7	-0.1	101	103	2
COC(=O)C(C)Sc1ccc2nnc(-c3cccc(F)c3)n2n1 (configuration not stated)	-16	-3	0.98	4	1.0	-6	-0.1	103	97	16
COc1ccc(-n2c(C)cc(C(=O)CSc3nnc(-c4ccoc4C)n3C)c2C)cc1	3	15	1.1	7	1.4	-6	-0.2	91	94	-2
Cc1cc(C)nc(-n2nc(C)c3c(C(F)F)cc(C)nc32)n1	-6	-4	1.1	0	-0.8	-5	-0.5	107	98	6
COCCn1c(SCCN2CCOCC2)nc2c1c(=O)[nH]c(=O)n2C	6	7	1.1	-2	0.8	-8	-0.5	98	102	-6
CN(CC(=O)Nc1ccc(C#N)cc1)CC(=O)Nc1ccc(N2CCOCC2)cc1	-4	-10	1	6	1.9	2	-0.4	104	95	4
N#C/C(=C\c1ccc(Oc2ccc(C(F)(F)F)cc2[N+](=O)[O-])cc1)c1nc2ccccc2[nH]1	8	14	1.2	5	2.8	-8	-0.2	93	95	-8
CNC(=O)c1nc(C)n(-c2ccc([N+](=O)[O-])cc2)n1	3	-9	1.1	-2	2.7	-1	-0.2	108	99	-3
CCNc1cc(N2CCN(S(=O)(=O)c3ccc4c(c3)CCCC4)CC2)ccc1[N+](=O)[O-]	14	-7	1	-2	3.3	1	-0.2	111	102	-14
Cc1nc(NC(=O)c2ccccc2)sc1-c1csc(N)n1	49	30	1.5	-29	0.5	29	0.5	77	126	-49
CC(=O)Nc1cccc(NC(=O)C2CCCN2C(=O)Nc2ccccc2C)c1 (configuration not stated)	4	6	1.1	-6	0.9	-5	-0.3	100	105	-4

Structures listed so far shown as hits in STAT1 act:
| molecule | APP 5'UTR act | NF-kB neuron act | STAT1 inh | RAM network inh | Hsp70 activator | STAT3 act | STAT1 act | APP 5UTR inh |
| --- | --- | --- | --- | --- | --- | --- | --- | --- |
| C/C(=N\NC(=O)c1ccccn1)c1ccc(C(=O)O)s1 | 64 | 1.1 | -37 | 2.0 | -0.1 | 99 | 133* | -64 |
